Screening results: PubChem BioAssay, National Center for Advancing Translational Sciences (NCATS)
TDP1 cell noCPT – qHTS for Inhibitors of human tyrosyl-DNA phosphodiesterase 1 (TDP1): qHTS in cells in absence of CPT; DT40 Tdp1-/- hTDP1 cells, no CPT, ATP luminescence, 48 h; hit rate 15% among 420,000; Potency, µM (series often up to 46.2 µM), without a hit: top-dose activity change, negative = growth inhibition, hits mostly inhibitors; further: nearly all actives have a fitted effect of over 55% in size
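DT40 Tdp1-/-;hTDP1 cells, no CPT (DMSO vehicle only), 400 cells/well; compounds pin-transferred; ≥48 hr, 37 °C; CellTiter-Glo 30 min RT dark, luminescence read.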
N370S GC – qHTS Assay for Inhibitors and Activators of N370S glucocerebrosidase as a Potential Chaperone Treatment of Gaucher Disease; Lysosomal acid glucosylceramidase (Homo sapiens), P04062; N370S GC spleen homogenate, 4MU-glucoside fluorescence; Potency, µM (doses to about 59.4 µM), for the others: at the top dose activity change, negative = inhibition, usual class: inhibitors; AID 2101, 2009; hit rate 0.092% among 330,000;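 further: 0% = full enzyme activity and -100% = no enzyme basal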
TDP1 inh – qHTS Assay for Inhibitors of Tyrosyl-DNA Phosphodiesterase (TDP1); Tyrosyl-DNA phosphodiesterase 1 (Homo sapiens), Q9NUW8; recombinant TDP1, AlphaScreen DNA substrate cleavage; Potency, µM (doses to about 130 µM), inactives show at the highest dose activity change, negative = inhibition, most hits filed as inhibitors; hit rate 0.28% among 350,000; further: nearly all actives have a fitted effect of over 40% in size
Target sequence (Q9NUW8 whole entry, looked up): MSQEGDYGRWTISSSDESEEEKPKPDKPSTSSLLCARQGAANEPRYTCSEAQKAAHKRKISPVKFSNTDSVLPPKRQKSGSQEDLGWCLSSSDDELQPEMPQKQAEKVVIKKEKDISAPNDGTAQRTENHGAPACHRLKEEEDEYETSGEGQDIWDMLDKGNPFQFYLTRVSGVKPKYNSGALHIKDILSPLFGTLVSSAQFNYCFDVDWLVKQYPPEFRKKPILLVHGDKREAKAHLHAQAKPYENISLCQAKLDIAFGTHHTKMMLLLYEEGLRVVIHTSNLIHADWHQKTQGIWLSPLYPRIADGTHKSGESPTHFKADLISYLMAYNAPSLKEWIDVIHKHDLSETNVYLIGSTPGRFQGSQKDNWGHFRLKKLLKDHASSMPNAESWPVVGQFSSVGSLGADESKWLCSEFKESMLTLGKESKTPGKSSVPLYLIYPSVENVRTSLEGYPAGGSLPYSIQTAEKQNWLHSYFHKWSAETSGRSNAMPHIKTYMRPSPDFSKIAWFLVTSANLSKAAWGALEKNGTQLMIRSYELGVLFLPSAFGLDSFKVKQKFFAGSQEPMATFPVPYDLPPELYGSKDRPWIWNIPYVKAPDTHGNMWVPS
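Compounds were preincubated with Tdp1 (1 nM final) for 15 min at room temperature before substrate (15 nM final) started a 5 min reaction; beads (10 ug/ml final) were then added for 10 min before AlphaScreen detection.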
Numbers without * were called inactive; ? = inconclusive; . = no result given; & = joins results of further samples; [ ] = dose if it differs, or a comment. The call rests on the fitted dose curve; in most records, active means well fitted curve in the direction sought with a large enough effect; inconclusive means small, poorly fitted or top-dose-only effect, or another doubt; inactive means no such curve, though single readings can be large; an effect the other way counts as inactive or inconclusive. Unless noted, on the % scale 0 is the no-effect control and ±100 the full control effect; potency means the concentration at half of the fitted maximal effect.

The line under a structure holds: TDP1 inh | N370S GC | TDP1 cell noCPT
CCN(CC)CCCNC(=S)N1CCN(c2nc(-c3ccccc3)cs2)CC1
→ 8% | -18% | 18µM*
COc1cccc(NC(=O)c2sc3nc(C)c(C(=O)Nc4ccc(C)cc4C)c(-c4ccc(C)o4)c3c2N)c1
→ 5% | . | 6.5µM*
CC(=O)N1CCN(c2cccc(C)c2C)CC1
→ 2% | 1% | -3%
CCC(Oc1ccccc1)C(=O)Nc1nc2c(s1)C(=O)CC(C)(C)C2 (stereo not given)
→ 0% | 2% | -17%
O=C(NCC1CCCO1)c1cccc(NS(=O)(=O)c2ccc(Br)cc2)c1 (stereo not given)
→ 1% | -7% | ?
COc1ccc(NC(=O)Nc2cccc3c2O[C@H](CN(C)C(=O)Nc2c(C)noc2C)[C@@H](C)CN([C@H](C)CO)C3=O)cc1
→ 1% | . | -2%
Clc1cccc(-c2csc(Nc3cccnc3)n2)c1
→ 0% | -3% | -18%
Oc1ccc(-c2cccc(-c3ccc(O)cc3)c2)cc1
→ . | -19% | 7%
CC(=O)c1cccc(NC(=O)Nc2cccs2)c1
→ -5% | -1% | ?
CN1CCN(S(=O)(=O)c2ccc(NC(=O)COc3ccccc3Cl)cc2)CC1
→ -3% | 3% | -1%
CCOc1ccc(N(CC(=O)NCc2ccccc2Cl)S(=O)(=O)c2c(C)[nH]c(=O)[nH]c2=O)cc1
→ 3%&2% | 4µM* | 2%&-11%
COc1ccc(Cl)cc1NC(=S)Nc1ccccc1C
→ 7% | -18% | 23µM*
COC(CN(C)C(=O)c1ccc(CS(=O)(=O)c2ccccc2C)o1)OC
→ . | -11% | 1%
Cc1ccc(S(=O)(=O)N2C[C@@H]3CCCC[C@@H]3[C@@H](C)[C@H]2c2cn(Cc3ccccc3)c3ccc(F)cc23)cc1
→ 1%[56.1 µM] | . | 6.5µM*
CCOC(=O)c1c(C)noc1-c1ccc(Br)o1
→ 6% | -6% | 15%
COc1ccc(-c2nc(-c3ccc(O)cc3O)cs2)cc1OC
→ 7% | -20% | ?
COc1ccc(OC(C)C(=O)N2CCc3ccccc3C2)cc1 (stereo not given)
→ 7% | 0% | 21µM*
O=S(=O)(NCCc1ccccc1)c1ccccc1Br
→ 4% | -3% | .
Cc1ccc(CNC(=O)CN2C(=O)COc3ccc(S(=O)(=O)N4CCC(C)CC4)cc32)cc1
→ 6% | . | -29%
CC(C(=O)N1CCCCC1)N(C)CC(=O)Nc1ccc(Cl)cc1 (stereo not given)
→ -1% | -7% | 16µM*
CCCc1nc(NCCCOCC)c2nnn(Cc3ccccc3)c2n1
→ . | 2% | ?
COc1ccccc1-n1c(SCC(=O)O)nc2sc3c(c2c1=O)CCC3
→ -6% | -2% | 14%
COc1cc(NS(=O)(=O)c2c(C)[nH]c(C)c2C(=O)N2CCCC2)cc(OC)c1OC
→ 3% | -5% | 19%
Cc1cc(C)c(NC(=O)C2CCCO2)c(C)c1NC(=O)C1CCCO1 (stereo not given)
→ 4% | -12% | -3%
CC(C)c1ccc(/C=C/C(=O)NC(=S)Nc2ccc(CN3CCOCC3)cc2)cc1
→ 7% | ? | 18µM*
Cc1oc(-c2ccccc2F)nc1CS(=O)(=O)CC(=O)NCCCc1ccccc1
→ 1% | 9% | -4%
COc1cccc(C2C(C(=O)NCc3ccccc3)=C(C)Nc3ncnn32)c1 (stereo not given)
→ -3% | 5% | -20%
COC(=O)c1cc2n(n1)CCN(Cc1cccc(OC)c1)C2=O
→ 1% | -6% | 10%
COc1ccc(S(=O)(=O)NC2CC(C)(C)NC(C)(C)C2)c(C)c1C
→ 0% | -8% | .
CCSc1nnc(NC(=O)c2cccc(OCc3c(C)noc3C)c2)s1
→ 9% | 0% | -9%

One compound at a time, as listed above.
`COc1cccc(C2C(C(=O)NCc3ccccc3)=C(C)Nc3ncnn32)c1` (stereo not given) across the screens: TDP1 inh: -3%; N370S GC: 5%; TDP1 cell noCPT: -20%
`COc1cccc(NC(=O)c2sc3nc(C)c(C(=O)Nc4ccc(C)cc4C)c(-c4ccc(C)o4)c3c2N)c1` across the screens: TDP1 inh: 5%; N370S GC: .; TDP1 cell noCPT: 6.5µM*
`CC(=O)c1cccc(NC(=O)Nc2cccs2)c1` across the screens: TDP1 inh: -5%; N370S GC: -1%; TDP1 cell noCPT: ?

(listing goes on)
The line under a structure holds: TDP1 inh | N370S GC | TDP1 cell noCPT
CCCNC(=S)N1CCCC(c2nc3ccccc3[nH]2)C1 (stereo not given)
→ 3% | 2% | ?
COc1cccc(NC(=O)c2ccc3[nH]c(C)cc(=O)c3c2)c1
→ 6% | . | ?
COC(=O)N/N=C(\C)c1ccc(OC(F)F)cc1
→ 0% | 2% | 3%
CC1(C)OC(=O)C2(Cc3ccc(Cl)cc3N3CCCCC32)C(=O)O1 (stereo not given)
→ 1% | . | -20%
Cc1c(NC(=S)NC(=O)c2ccco2)cccc1-c1nc2ncccc2o1
→ 4% | -4% | ?
Cc1nn(C)c(C)c1S(=O)(=O)N1CCCC(C(=O)NC2CCCCCC2)C1 (stereo not given)
→ -8% | -4% | ?
COc1cc(/C=N/NC(=O)c2ccc(C)nc2)cc([N+](=O)[O-])c1O
→ 5% | 11% | -12%
COc1ccc(CCN2C(=O)c3cccc4c(C(=O)N5CCCCC5)ccc(c34)C2=O)cc1OC
→ 1% | -1% | ?
CC1CCN(C(=O)/C(=C\c2cccs2)NC(=O)c2ccccc2)CC1
→ 11% | -2% | ?
CCCC(C)NC(=O)c1ccc(C2SCC(=O)N2Cc2ccco2)cc1 (stereo not given)
→ 2% | 3% | ?
Cc1cc(Cl)ccc1OCC(=O)OCC(=O)N1CCC(C(N)=O)CC1
→ 0% | . | 20%
Cc1cc(C)cc(-n2c3nc4ccccc4nc3c3c(=O)n(Cc4ccco4)cnc32)c1
→ 5% | -12% | 12µM*
Cc1ccc(NC(=O)NC(=O)N(C2CCCCC2)S(=O)(=O)c2ccccc2)cc1
→ 0% | 1% | -30%
CCn1cc(/C=N/NC(=O)c2ccc3c(c2)OCO3)c(C)n1
→ 4% | 4% | -13%
COC(=O)C1=C(C(=O)OC)C2C(C)=CC(C)=CN2C(C(=O)OC)=C1C(=O)OC (stereo not given)
→ -11% | 2% | -28%
CCC(C(=O)NC1CCCCC1)n1c(SCc2ccccc2F)nc2ccncc21 (stereo not given)
→ 5%&-3% | ? | ?
O=C(Cc1ncc(C(F)(F)F)cc1Cl)NCc1ccco1
→ -6% | -3% | -17%
CC(NC(=O)c1ccco1)c1nc(-c2ccccc2Cl)no1 (stereo not given)
→ 11% | 1% | -10%
COc1cc(OC)cc(C(=O)Nc2ccc(Cn3ccnc3)cc2)c1
→ . | 4% | 16%
O=C1CC(N2CCN(c3ccccc3F)CC2)C(=O)N1c1ccc2c(c1)OCCO2 (stereo not given)
→ 3% | -4% | -13%
C=CCSc1nc(N2CCOCC2)c2c(c1C#N)CC(C)(C)N(C)C2
→ 0% | -1% | 4%
Cn1c(=O)n(C)c2cc(/C=N/N=C3/NC(=O)C(CC(=O)O)S3)ccc21 (stereo not given)
→ -8% | 1% | 0%
O=C(COc1ccc2ccc(=O)oc2c1)NCC(O)c1ccccc1 (stereo not given)
→ 1% | 0% | 18%
O=[N+]([O-])c1cccnc1N/N=C/c1ccccc1O
→ -1% | 2% | 9.2µM*
CCOC(=O)c1ccc(N/C=C2/CCCC(C)C2=O)cc1 (stereo not given)
→ -1% | -21% | ?
CCCc1nc2ccccc2c(=O)n1-c1c(C)n(C)n(-c2ccccc2)c1=O
→ 2% | -5% | 18µM*
COc1ccccc1C(CNc1ccc(S(=O)(=O)N2CCCC2)cc1[N+](=O)[O-])N(C)C (stereo not given)
→ 8%[56.1 µM] | -15% | ?
O=C1c2ccccc2C(=O)N1CCSc1nnc(-c2ccco2)n1Cc1ccccc1
→ 5% | 4% | -16%
Cc1cccc(C)c1OCC(=O)Nc1cccc(S(=O)(=O)N2CCCC2)c1
→ -1% | 0% | 13µM*
Cc1ccc(C)n1CCN1CCN(C(=O)c2ccco2)CC1
→ 2% | 7% | ?

Reprinted at random: 2 compounds from above
The line under a structure holds: TDP1 inh | N370S GC | TDP1 cell noCPT
CC(NC(=O)c1ccco1)c1nc(-c2ccccc2Cl)no1 (stereo not given)
→ 11% | 1% | -10%
CCOC(=O)c1ccc(N/C=C2/CCCC(C)C2=O)cc1 (stereo not given)
→ -1% | -21% | ?

Next section.
The line under a structure holds: TDP1 inh | N370S GC | TDP1 cell noCPT
CC(=O)Nc1ccc(N2C(=O)CC(Sc3nccc(C)n3)C2=O)cc1 (stereo not given)
→ . | -2% | -28%
CCCc1nn2c(=O)cc(CSCC(=O)Nc3ccc(F)cc3)nc2s1
→ 3% | -6% | 14%
CC(=O)Nc1ccc(C2=NN(CC#N)C(=O)SC2)cc1
→ 1% | -1% | ?
CCCCCN(C(=O)CCC(=O)OCC(=O)N(CC#N)c1ccccc1)c1c(N)n(CCCC)c(=O)[nH]c1=O
→ -3% | 2% | -5%
CCc1ccc(C2CC(=O)NC(SCC(=O)OC(C)C)=C2C#N)cc1 (stereo not given)
→ 1% | -4% | ?
CN(C(=O)CNC(=O)c1ccc(Br)o1)C1CCCCC1
→ 3% | -3% | -4%
COc1ccc(NC(=O)C2CCN(S(=O)(=O)c3c(C)noc3C)CC2)cc1Cl
→ 5% | 1% | -24%
CCOC(=O)c1nnsc1-c1ccc(-c2snnc2C(=O)OCC)cc1
→ 4% | -3% | -9%
CCOC(=O)Nc1ccc(S(=O)(=O)NC2CCCCC2)cc1
→ 0% | -2% | ?
O=S(=O)(c1cccc(-c2nnc3n2CCCCC3)c1)N1CCCC1
→ 0% | -1% | 0%
CCOC(=O)c1nnn(CC(=O)Nc2ccccc2OC)c1C(=O)OCC
→ 5% | 0% | 2%
CCOc1ccc(S(=O)(=O)Nc2ccc3oc4c(c3c2)CC(C)CC4)cc1 (stereo not given)
→ 0% | . | ?
CCCN1CNc2c(c(=O)[nH]c(=S)n2CCc2ccccn2)C1
→ 0% | . | -26%
O=C(C[n+]1cccc(O)c1)NCc1ccc(Cl)cc1
→ . | -3% | -5%
CCOc1ccc(N/C(C)=C/C(=O)c2ccc3c(c2)OCCO3)cc1
→ 11% | 4% | ?
O=C(Cc1ccccc1F)Nc1cc(S(=O)(=O)N2CCOCC2)ccc1N1CCOCC1
→ 2% | . | 11%
CC(/C(O)=C(\C#N)c1nc2ccccc2n1C)N1C(=O)c2ccccc2C1=O (stereo not given)
→ 2% | 12% | .
CCCCOC(=O)Nc1nc(C)c(C(=O)OCC)s1
→ 2% | 4% | ?
CCOc1ccc(NC(=O)c2ccc(NC(=S)NC3CC3)cc2)cc1
→ 3% | -3% | -9%
O=C(/C(=N\O)n1cncn1)c1ccc(Br)cc1Br
→ 3% | -2% | 4%
NC(=O)COC(=O)CCCc1nc2ccccc2s1
→ 0% | 20% | -7%
O=C(NCCN1CCN(c2ccccc2)CC1)c1cccc(Cl)c1
→ . | -14% | ?
COc1ccc(CCNC(=O)CCCN2C(=O)c3ccccc3C2=O)cc1
→ 3% | 10% | 1%
COc1cc(C(=O)NC2CCN(CC(=O)NC3CCCCC3)CC2)cc(OC)c1OC
→ -15%[0.0935 µM] | 1% | -12%
Cc1cc(C)c(NC(=O)c2cc(S(=O)(=O)NCCC3=CCCCC3)ccc2F)c(C)c1
→ -3% | . | ?
COc1ccc(C(=O)CSc2nc(C)cc(C)n2)cc1C
→ 4% | 4% | ?
Cc1csc(Nc2nc(N)c(C(=O)Nc3cc(Cl)ccc3F)o2)n1
→ . | -1% | ?
CC(C)(C)OC(=O)NCc1ccc(CNC(=O)c2[nH]cnc2C(=O)NCC(=O)OCc2ccccc2)cc1
→ . | 7% | ?
CC(C)(C)c1ccc(-n2ncc3c2CCCC3NC(=O)C2(C(N)=O)CC2)cc1 (stereo not given)
→ 0% | 11% | 1.8µM*
CCC(=O)Nc1nnc(SCC(=O)Nc2cccc(Cl)c2)s1
→ 2% | -21% | -21%

Some of these compounds in order of length of the SMILES, smallest number first.
The line under a structure holds: TDP1 inh | N370S GC | TDP1 cell noCPT
CCCN1CNc2c(c(=O)[nH]c(=S)n2CCc2ccccn2)C1
→ 0% | . | -26%
CCOC(=O)c1nnn(CC(=O)Nc2ccccc2OC)c1C(=O)OCC
→ 5% | 0% | 2%
CCOc1ccc(S(=O)(=O)Nc2ccc3oc4c(c3c2)CC(C)CC4)cc1 (stereo not given)
→ 0% | . | ?
CC(C)(C)OC(=O)NCc1ccc(CNC(=O)c2[nH]cnc2C(=O)NCC(=O)OCc2ccccc2)cc1
→ . | 7% | ?

Some of the compounds tested (hit frequency here may not be typical).
